HSP90 refold inh – HSP90 refolding inhibition in rabbit reticulocyte lysate | luciferase refolding luminescence, 3 h | inhibition, % at 5.6 µM | actives 0.91% (n = 290,000) | AID 1789;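 active means inhibition above the screen-wide mean plus 3 SD, computed separately per campaign, cut at about 16% in these data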;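 further: 0% = DMSO wells and 100% = 60 µM geldanamycin wells; inhibitors lower the luminescence because luciferase stays unfolded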
DYRK1A inh – blocks rat Dyrk1A kinase activity; Q63470; ADP-Glo luminescence, NFATc1 peptide; inhibition, % at 12.5 µM; actives 0.43% (n = 310,000); AID 504441; in the data active means inhibition above about 50%;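 further: plate controls were vehicle with enzyme for no effect and no enzyme for full effect; many of its hits are not listed in these tables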
IEC-6 cytotox – kills IEC-6 intestinal cells in KLF5 counter-screen; IEC-6 cytotoxicity, luminescence viability; inhibition, % at 5 µM; actives 0.78% (n = 290,000); AID 1825; in the data active means inhibition above about 22%;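 further: 0% = plate median of test compound wells and 100% = cytotoxic reference compound wells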
Platelet DG rel – modulates dense granule release in human platelets. human platelet-rich plasma, SFLLRN dense granule ATP release, luminescence. inhibition, %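 (compounds screened at 7.5 µM in platelet-rich plasma)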. actives 0.22% (n = 300,000);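 active means mean replicate score, as percent of positive control, at or above 50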
HSF-1 act – increases HSF-1 driven luciferase reporter signal. actives 1.7% (n = 300,000). NIH3T3-HGL HSF-1 luciferase reporter, MG132, 8 h; 100% = twice DMSO control signal. AID 504408. activation, % at 9 µM;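 active means mean replicate activation of at least 50% with a set share of replicates each reaching 50%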;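 further: 0% = median of the neutral control wells and 100% = twice that signal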
HSF1 inh – HSF1 inhibition; NIH3T3-HGL HSE-luciferase, MG132-induced, luminescence 8 h; hits give low values; activity change, negative = inhibition, % at 7.5 µM (by protocol); actives 0.77% (n = 300,000);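 active means more than half of replicate wells show activity change below -50%, luminescence cut by over half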;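 further: luciferase reports HSF-1 transcriptional activity via heat shock element; 0% = median of DMSO wells and -100% = zero luminescence signal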
GSK3beta inhib – human GSK3beta kinase inhibition. AID 2097. P49841. actives 0.038% (n = 300,000). activity score (negative = inhibition), % at 10 µM. GST-GSK3beta kinase, ADP-Glo luminescence, 60 min; hits give low values;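 active means more than half of replicate wells score below -50%, meaning over 50% inhibition versus plate controls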;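 further: 0% = median DMSO wells and -100% = median GW8510 positive control wells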
Target sequence (P49841 whole entry, looked up): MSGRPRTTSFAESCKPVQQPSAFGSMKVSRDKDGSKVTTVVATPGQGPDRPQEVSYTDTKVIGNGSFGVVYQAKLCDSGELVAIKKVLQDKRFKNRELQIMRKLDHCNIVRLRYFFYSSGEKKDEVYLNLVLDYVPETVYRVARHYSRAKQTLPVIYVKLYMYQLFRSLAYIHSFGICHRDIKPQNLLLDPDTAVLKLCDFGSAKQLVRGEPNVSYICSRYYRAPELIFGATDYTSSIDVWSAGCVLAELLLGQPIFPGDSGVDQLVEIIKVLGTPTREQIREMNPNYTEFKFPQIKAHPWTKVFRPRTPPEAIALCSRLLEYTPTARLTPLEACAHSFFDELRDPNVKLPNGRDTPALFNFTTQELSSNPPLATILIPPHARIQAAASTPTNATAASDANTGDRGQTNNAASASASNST
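Test system: GST-fused GSK3beta enzyme, cell-free | Quantity: 1.6 ng GST-GSK3beta enzyme per well | Reagent: 25 µM ATP with peptide substrate | Schedule: 60 min enzyme reaction, room temperature | Signal: Luminescent ADP-Glo measurement of ADP formed | Read-out basis: Score relative to plate controls | Control set: DMSO and 20 µM GW8510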
aSyn 5UTR inh – MLPCN primary screen, SNCA 5' untranslated region; inhibition, % (tested at 7.5 µM); actives 0.82% (n = 300,000); AID 1813; alpha-synuclein 5'UTR reporter, inhibitor activity; in the data active means inhibition above about 60%;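 further: H4 neuroglioblastoma cells stably carrying SNCA 5'UTR luciferase fusion; 0% = DMSO wells and 100% = positive control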
GSK3A inh – human GSK-3 alpha kinase inhibition. ADP-Glo luminescence, 60 min. inhibition, % at 10 µM. actives 0.1% (n = 320,000). AID 2650;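 in the data active means inhibition above about 50%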;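 further: GST-tagged GSK-3 alpha with peptide substrate and 25 µM ATP; 0% = DMSO neutral wells and 100% = GW8510 positive control wells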
Target sequence (P49840 whole entry, looked up): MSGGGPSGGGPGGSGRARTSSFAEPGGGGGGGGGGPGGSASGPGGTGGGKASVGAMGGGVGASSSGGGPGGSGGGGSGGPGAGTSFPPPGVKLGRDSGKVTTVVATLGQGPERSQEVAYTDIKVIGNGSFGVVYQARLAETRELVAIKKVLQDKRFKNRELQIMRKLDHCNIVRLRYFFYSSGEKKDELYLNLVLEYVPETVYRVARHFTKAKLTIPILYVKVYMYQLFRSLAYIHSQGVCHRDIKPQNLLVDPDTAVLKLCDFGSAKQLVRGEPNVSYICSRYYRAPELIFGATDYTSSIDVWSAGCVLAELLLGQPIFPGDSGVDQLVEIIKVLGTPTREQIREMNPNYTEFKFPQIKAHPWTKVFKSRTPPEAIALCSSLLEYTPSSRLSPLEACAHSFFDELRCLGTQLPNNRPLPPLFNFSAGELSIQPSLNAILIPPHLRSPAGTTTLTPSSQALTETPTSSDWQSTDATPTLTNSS
KLF5 inh – inhibitors of KLF5 expression | DLD-1 KLF5 promoter-luciferase reporter, luminescence | AID 1700 | inhibition, % at 5 µM | actives 0.23% (n = 290,000);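 active means inhibition above a per-plate limit of that plate's mean compound inhibition plus 3 SD, cut at about 60% in these data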;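 further: 0% = DMSO wells and 100% = LY294002 at 200 µM; higher means less KLF5 promoter-driven luciferase light; inactives centre near -14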
* = called active by the depositor; x = not tested or not shown. Some of the compounds tested; count on the stated rates, not on these rows.

SMILES	HSP90 refold inh	DYRK1A inh	IEC-6 cytotox	Platelet DG rel	HSF-1 act	HSF1 inh	GSK3beta inhib	aSyn 5UTR inh	GSK3A inh	KLF5 inh
COc1ccc(C(=O)NCS(=O)(=O)c2ccc(C)cc2)cc1	-4.0	-0.8	2.9	5.3	14.0	5.1	-4.2	0.0	-0.3	0.2
CCc1nnc(NC(=O)CSc2nnc(-c3ccncc3)n2Cc2ccccc2)s1	-2.3	x	-2.6	8.9	-22.2	0.3	1.2	7.8	x	1.1
CCc1ccc(CN2CCCC(CCC(=O)N3CCN(c4ccccn4)CC3)C2)o1 (centres undefined)	2.5	-5.9	-4.9	-1.0	-1.4	-4.2	5.2	2.3	1.3	-7.2
Cc1ccc(-c2cc(C(=O)NCc3ccccn3)no2)cc1	-4.1	-0.1	1.5	19.0	25.0	9.9	0.5	-56.7	-1.3	-1.8
CC(O)(CS(=O)(=O)Cc1ccccc1)c1ccccc1 (centres undefined)	2.5	-1.4	-2.9	1.6	-7.3	-6.8	1.1	-3.3	-0.8	-42.5
CCOc1ccc(NC(=O)C/C(N)=N/O)cc1	-2.7	-0.8	2.3	4.7	-0.6	0.9	4.7	-9.2	5.4	-17.6
CC(C)Cn1c(SCC(=O)NC(=O)NC2CCCC2)nc2ccccc21	7.5	0.2	6.2	4.7	20.0	7.4	-1.6	-11.2	-0.1	-10.6
O=C(/C=C/c1ccccc1)c1cc(Br)ccc(=O)c1O	0.1	-5.0	-3.2	10.2	90.9*	71.7	1.2	57.9	-1.0	-37.4
O=C(c1ccccc1)c1ccncc1	-0.3	0.3	0.1	1.6	-2.9	-3.2	1.8	8.2	3.8	-19.3
CC(C)NC(=S)Nc1ccc(Oc2ccccc2)cc1	-1.0	8.6	2.7	-0.7	21.1	14.3	0.4	27.0	0.1	-20.7
CC(C)CC(NS(=O)(=O)c1cc(C(=O)O)ccc1Cl)C(=O)O (centres undefined)	4.8	-2.8	-3.6	-2.8	-5.0	-8.3	4.5	-9.9	-3.7	-8.2
CCn1c(=O)cc(OCC(=O)Nc2ccc3c(c2)OCCO3)c2ccccc21	-1.1	5.2	-11.6	-3.0	-1.4	-0.7	1.5	4.4	-1.6	-19.4
Cc1nc2ccccc2c(=O)n1NC(=O)Nc1ccccc1	0.8	-7.1	6.4	-0.2	-33.2	-15.6	-2.6	22.8	1.1	-11.9
COc1ccccc1CNC(=O)C(=O)c1cn(CC(=O)N2CCCC2)c2ccccc12	-0.2	-2.2	0.5	-9.2	13.4	2.6	0.2	-15.6	4.2	-61.9
COc1cccc(CC(=O)Nc2ccc3nc(C)sc3c2)c1	2.4	-0.7	0.9	2.0	15.6	13.2	-4.1	-29.6	x	-24.0
O=C(Nc1ccc(F)cc1)Nc1ccccc1N1CCCCC1	-1.2	0.0	-12.1	5.9	26.4	15.6	1.2	12.7	-1.8	-6.3
COC(=O)c1ccc(NC(=O)CSc2nnc(CNc3ccc(OC)cc3)n2C)cc1	-1.0	7.5	-5.4	-0.1	13.0	3.0	2.4	-28.1	0.0	-16.1
C=C(C)Cc1c(C)c(C#N)c2[nH]c3ccccc3n2c1=O	0.8	-3.8	5.9	5.3	-2.3	0.6	2.3	5.0	0.7	-15.8
c1ccc(-c2ccccc2OCCOCCN2CCOCC2)cc1	2.3	-1.9	-2.7	1.3	-6.1	-12.1	2.5	-4.5	-1.3	-9.9
CC(=O)c1ccc(N2CCC(C)CC2)c(F)c1	-3.0	-6.2	-9.2	4.2	6.2	-0.3	2.1	-26.8	-3.7	-35.7
CCN(CC)c1ccc(CNc2nnnn2C)cc1	-3.8	-2.5	4.5	9.8	-1.2	-3.1	3.9	14.5	-1.7	-8.5
C/C(=N\Nc1cc(Cl)nc(C)n1)c1ccc(C)cc1	-4.6	19.2	1.0	1.0	4.9	3.5	-14.9	6.5	-0.4	-3.8
COc1ccc(OC)c(S(=O)(=O)NCc2nc3nc(C)cc(C)n3n2)c1	-4.7	8.1	-7.5	0.4	-38.1	-25.7	-1.0	-23.6	-2.0	-38.0
CCOC(=O)c1c(NC(=O)Nc2ccccc2)sc(C)c1C	0.6	3.8	-3.2	-0.5	-18.8	-5.5	2.5	11.0	0.8	-20.2
CS(=O)(=O)c1cccc(NC(=O)c2ccc(Cl)c(Cl)c2)c1	0.0	11.7	2.7	-3.4	16.2	11.1	2.4	-59.9	5.7	-55.9
Cc1ccccc1C(=O)c1cccn1CC(=O)NCc1ccccc1	-0.6	-0.3	2.9	8.1	13.1	-3.6	-0.8	-10.4	3.3	-12.0
COc1cccc(/C=C2\SC(=S)N(CCC(=O)N3CCCCC3)C2=O)c1	1.6	-4.0	-1.9	-6.3	3.1	-1.6	-0.4	-50.6	-1.2	-19.6
CCc1cc2cccc(C)c2nc1SCC(=O)Nc1nonc1C	2.5	3.9	8.3	17.7	-14.7	-4.8	-1.1	10.2	-3.5	8.2
O=C(COc1ccc2ccccc2c1)NC1CC1	-0.8	1.8	-4.8	7.2	18.8	15.8	1.1	-127.7	-1.2	-55.7
C#CCNc1ccc([N+](=O)[O-])cc1	-1.3	-5.1	0.6	-0.1	-5.2	7.6	3.7	-3.7	-1.1	-10.6
O=C(O)CCC(=O)Nc1ccc(-c2nc3ccc(C(=O)c4ccccc4)cc3[nH]2)cc1	5.9	11.5	12.5	-4.6	21.3	7.5	-0.6	-52.2	-0.7	5.9
CCOc1ccccc1NC(=O)Nc1ccccn1	2.9	6.1	3.2	2.0	4.0	-15.8	-4.6	-0.1	1.2	-7.7
CCOC(=O)C1=C(C)N(c2ccc(Cl)cc2)C(=O)NC1c1cccc([N+](=O)[O-])c1 (centres undefined)	-0.8	5.7	-5.7	0.0	-3.3	8.3	5.1	43.1	1.1	4.1
CCCCc1ccc(/C=C2/C(=O)ON=C2c2ccccc2)s1	-6.1	4.1	6.6	-2.0	82.7*	28.4	0.9	-25.8	-1.4	1.3
Cc1ccc(NNC(=O)c2ccc(Cl)cc2)nn1	-2.3	-3.0	-5.1	18.0	-4.0	-1.7	0.6	5.3	-2.3	-6.6
NCC12CC3CC(C1)CC(c1ccc(Cl)cc1)(C3)C2	-0.8	-0.2	4.4	14.3	11.5	9.1	-8.1	14.7	8.1	-16.4
COc1ccccc1C(=O)Nc1cc(C)c(OCC(=O)N2CCOCC2)c(C)c1	2.2	2.3	6.9	-18.6	-10.2	-7.2	-2.1	-19.8	-5.3	5.4
CCCCn1c(N)c(N(CCC(C)C)C(=O)CSc2nnc(Nc3ccccc3)s2)c(=O)[nH]c1=O	0.1	-8.0	-4.2	2.3	-5.1	1.5	-2.4	15.0	-2.3	2.4
CC(C)NC(=S)N(C)C1(c2ccccc2Cl)CCCCC1=O (centres undefined)	-3.0	7.1	1.7	-1.5	-6.5	1.8	2.8	-16.6	-0.5	-1.6
O=C(O)CCCn1cc(NC(=O)c2c(F)cccc2F)cn1	1.6	2.1	-7.3	0.5	14.5	-11.7	-5.9	-6.0	-3.0	-16.0
Cc1ccccc1S(=O)(=O)c1cc2ccccc2nc1N	-1.1	x	7.3	-3.4	24.1	7.0	-3.2	32.7	6.0	-18.2
Cc1cccc(NC(=O)c2cc3n(n2)C(C(F)(F)F)CC(C2CC2)N3)c1C (centres undefined)	0.0	3.0	-4.9	-2.8	12.1	2.7	1.8	-34.3	-1.1	5.9
COc1ccc(CNC(=O)C(c2ccc(C)o2)N(C(=O)c2snc(C(N)=O)c2N)c2ccccc2OC)cc1 (centres undefined)	6.8	-6.1	1.2	-13.4	57.5*	18.7	2.7	15.2	1.3	-6.7
O=C(NNC(=O)c1cccc2ccccc12)c1ccc2c(c1)OCO2	-1.7	0.9	-2.3	-17.2	6.6	7.2	0.8	-93.8	-1.8	-53.0
CC(Oc1ccc(F)cc1)C(=O)N1CCN(c2ncccn2)CC1 (centres undefined)	-0.9	-6.7	4.5	0.8	1.0	-1.2	2.7	0.7	-1.9	-10.6
O=C(NCCS(=O)CCNC(=O)C(F)(F)F)C(F)(F)F	-3.4	2.9	-0.4	2.4	-0.3	-6.1	1.8	21.6	2.6	-4.7
O=C(NCC(=O)N1CCN(Cc2ccccc2)CC1)c1ccc(Br)o1	-1.1	-3.1	-4.3	5.0	-3.1	7.1	-1.1	-24.2	-0.7	-30.1
O=C(OCCN1C(=O)c2ccccc2C1=O)Oc1ccccc1	-2.9	-0.9	-1.1	-1.7	-35.6	-17.9	1.6	-4.3	-12.5	-30.9
COc1ccccc1-c1cc(C(=O)NCc2ccc(Cl)cc2)no1	9.4	-2.5	1.0	-1.3	36.6	11.4	2.7	17.0	-5.1	-11.0
O=C(Cc1ccc(Cl)cc1)Nc1ncc([N+](=O)[O-])s1	0.9	x	-1.9	-3.7	36.4	18.0	-2.5	-131.1	x	-108.2
CCC(=O)NC1(C(F)(F)F)C(=O)NC(C)=C1C#N (centres undefined)	0.2	-7.5	0.1	0.4	-13.8	1.6	0.8	-15.6	-1.9	-3.0
COCc1cc(=O)n2[nH]c(C)c(-c3ccccc3)c2n1	4.8	10.7	0.4	-3.5	7.0	-1.9	4.8	5.8	10.3	-31.9
COc1ccc(C)cc1NC(=O)c1cccc(C(=O)Nc2cc(C)ccc2OC)n1	4.4	7.1	3.9	-0.9	-6.6	-4.8	-1.4	28.1	0.0	0.9
Cn1c(SCc2cc(=O)[nH]c(C(C)(C)C)n2)nnc1C(F)(F)F	7.6	-2.4	-6.9	0.9	-0.1	-1.6	-0.1	-3.8	3.9	-20.1
CCC(=O)N1CCN(C(C)=O)C1c1ccccc1 (centres undefined)	5.2	9.3	2.4	0.1	7.0	1.4	2.4	2.4	-2.1	-6.5
CCN(CC)c1ccc(NC(=S)NC(=O)c2ccco2)cc1	11.9	1.1	-2.7	12.5	179.6*	141.5	3.5	-213.8	-2.1	-108.9
O=[N+]([O-])/C(C(Cl)=C(Cl)Cl)=C(\Sc1ccccc1)N1CCCCC1	0.6	2.0	-8.3	1.9	4.7	-3.0	-2.1	-115.9	0.9	-26.6
CCNC(=O)/C(=C/c1ccc2c(c1)OCO2)NC(=O)c1ccc(Br)cc1	1.1	4.8	-0.6	2.0	-5.5	-6.6	2.7	14.7	-0.6	-32.1
COc1ccc(-c2ccc(/C=C(\NC(=O)c3ccccc3)C(=O)N3CCOCC3)o2)cc1	2.5	10.1	-6.0	-4.5	1.4	3.7	1.7	-5.1	-1.6	3.5
[N-]=[N+]=NCCN1CCN(CCc2ccccc2)CCC1=O	-1.4	-3.0	3.8	3.1	15.3	-3.9	0.1	9.6	-0.6	-21.8

Compound profiles, as listed above.
CCC(=O)N1CCN(C(C)=O)C1c1ccccc1 (centres undefined) as listed: HSP90 refold inh = 5.2; DYRK1A inh = 9.3; IEC-6 cytotox = 2.4; Platelet DG rel = 0.1; HSF-1 act = 7.0; HSF1 inh = 1.4; GSK3beta inhib = 2.4; aSyn 5UTR inh = 2.4; GSK3A inh = -2.1; KLF5 inh = -6.5
Cc1cccc(NC(=O)c2cc3n(n2)C(C(F)(F)F)CC(C2CC2)N3)c1C (centres undefined) as listed: HSP90 refold inh = 0.0; DYRK1A inh = 3.0; IEC-6 cytotox = -4.9; Platelet DG rel = -2.8; HSF-1 act = 12.1; HSF1 inh = 2.7; GSK3beta inhib = 1.8; aSyn 5UTR inh = -34.3; GSK3A inh = -1.1; KLF5 inh = 5.9
